Bioassay records (PubChem BioAssay)
IMPase Li cell = qHTS Assay for Identifying the Cell-Membrane Permeable IMPase Inhibitors: Potentiation with Lithium; CHO-M1 cells, IP1 TR-FRET (IP-One), carbachol + lithium; Potency, µM (doses to about 59.4 µM), without a hit: top-dose activity, negative = IMPase inhibition, usual class: inhibitors; actives 0.35% (n = 210,000); AID 1457, 2008;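 further: IP1 builds up when IMPase is blocked and the TR-FRET signal falls; plate controls were basal vehicle for no effect and high inhibitor control for full effect; nearly all actives have a fitted effect of over 50% in size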
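CHO-M1, 2000 cells/well, 16–30 h culture; cpd + low Li+, 30 min 37C; lysis with d2-IP1/Eu-anti-IP1 Ab, 10 min RT; TR-FRET 665/620 ratio and 620 channel; AC50 via Hill.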
HttQ103 aggreg = qHTS Multiplex Assay to Identify Dual Action Probes in a Cell Model of Huntington: Aggregate Formation (GFP); PC12 HttQ103-GFP aggregates, Acumen cytometry, 40 h; Potency, µM (highest dose often 46.1 µM), for the others: at the top dose activity change, negative = inhibition, hits mostly inhibitors; actives 1.1% (n = 220,000); AID 1688, 2009; further: on the % scale 0 is the no-effect control and ±100 the full control effect; nearly all actives have a fitted effect of over 60% in size
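Quantitative HTS on tebufenozide-induced (100 nM) PC12 cells stably expressing polyQ103 Huntingtin exon 1–GFP. Reduction of bright GFP aggregates, detected by laser scanning cytometry after lysis, identified actives across the titration.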
aGlu spleen mod = qHTS Assay for Inhibitors and Activators of Human alpha-Glucosidase From Spleen Homogenate; Potency, µM (series often up to 79.9 µM), without a hit: at the highest dose activity change, negative = inhibition, hits mostly inhibitors; Lysosomal alpha-glucosidase (Homo sapiens), P10253; human spleen homogenate, 4-MU-alpha-glucoside fluorescence; actives 0.006% (n = 240,000);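 further: 0% = enzyme with vehicle and -100% = no enzyme basal signal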
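Human spleen homogenate (1 ug) incubated with compounds and 1 mM 4-methylumbelliferyl-alpha-D-glucopyranoside in pH 5.0 citrate/phosphate buffer, 37 C, 40 min. Stopped at pH 10; 4-MU fluorescence (Ex 365/Em 440 nm); AC50 by Hill fit.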
GoLoco inh red = qHTS Assay for Inhibitors of RGS12 GoLoco Motif Activity (Red Fluorophore); actives 0.44% (n = 230,000); Gai1:RGS12 GoLoco peptide FP, rhodamine, 10 min; Potency, µM (doses to about 61.6 µM), without a hit: top-dose activity, negative = inhibition, usual class: inhibitors; active means well fitted inhibition curve with a large enough effect, not every such curve was filed as active; inactive means no such curve, though single readings can be large or run the other way; further: on the % scale 0 is the no-effect control and ±100 the full control effect; nearly all actives have a fitted effect of over 30% in size; many of its hits are not listed in these tables
Target sequence (P63096 whole entry, looked up): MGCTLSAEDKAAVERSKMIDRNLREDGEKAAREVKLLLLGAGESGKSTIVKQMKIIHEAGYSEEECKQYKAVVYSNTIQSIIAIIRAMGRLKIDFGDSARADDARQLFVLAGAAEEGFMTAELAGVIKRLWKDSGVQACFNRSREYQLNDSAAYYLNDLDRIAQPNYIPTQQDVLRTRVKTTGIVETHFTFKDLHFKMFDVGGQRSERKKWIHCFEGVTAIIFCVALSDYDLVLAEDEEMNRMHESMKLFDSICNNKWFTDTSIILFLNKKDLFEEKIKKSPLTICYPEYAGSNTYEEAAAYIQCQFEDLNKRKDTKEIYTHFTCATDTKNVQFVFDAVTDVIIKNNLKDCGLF
HTT cytoprotect = qHTS Multiplex Assay to Identify Dual Action Probes in a Cell Model of Huntington: Cytoprotection (ATP); Potency, µM (highest dose often 56.4 µM), for inactives: cytoprotection (ATP increase), most hits filed as activators; actives 0.14% (n = 230,000); AID 1471, 2008; PC12 HTT-Q103 induced, cytoprotection, ATP luminescence, 40 h;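 further: % of control where 0% means no effect; nearly all actives have a fitted effect of over 45% in size; toxic huntingtin expression switched on by the ecdysone agonist tebufenozide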
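Quantitative HTS on tebufenozide-induced (100 nM) PC12 cells expressing HTTQ103 exon 1–GFP; compounds tested as a concentration series; survival measured via cellular ATP.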
GAA inhib = qHTS Assay for Inhibitors of Human alpha-Glucosidase as a Potential Chaperone Treatment of Pompe Disease. purified human GAA, 4-MU-alpha-glucoside fluorescence. Potency, µM (titrated, usually from 76.9 µM), for inactives: at the top dose activity change, negative = inhibition, most hits filed as inhibitors. actives 0.005% (n = 200,000). Lysosomal alpha-glucosidase (Homo sapiens), P10253;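 further: plate controls were uninhibited enzyme wells for no effect and no-enzyme background for full effect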
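Compounds are titrated up to 77 uM against 4 nM human enzyme. Substrate 4-methylumbelliferyl-alpha-D-pyranoside (400 uM) reacts 20 min at room temperature in pH 5.0 buffer; liberated 4-methylumbelliferone is read at 440 nm.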
GAA glycogen = qHTS Assay for Inhibitors and Activators of Human alpha-Glucosidase Cleavage of Glycogen; recombinant GAA, glycogen substrate, Amplex Red glucose oxidase fluorescence; Lysosomal alpha-glucosidase (Homo sapiens), P10253; actives 0.38% (n = 300,000); Potency, µM (top dose mostly 76.4 µM), for inactives: at the highest dose activity change, negative = inhibition, usual class: inhibitors; AID 2100, 2009;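 further: 0% = full enzyme reaction and -100% = no-enzyme basal signal; the screen sought inhibitors and activators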
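Recombinant enzyme (4 nM final) with compounds titrated up to 77 uM and bovine liver glycogen (30 ug) in citrate pH 5.0, 0.01% Tween-20, 37 C 40 min. Released glucose detected by Amplex Red/glucose oxidase (Ex 573/Em 610); AC50 from Hill fits.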
An asterisk follows results filed as active; ? = inconclusive; · = no result given; [ ] = remark or other dose. Unless noted, the call rests on the fitted dose curve; in most records, active means well fitted curve in the direction sought with a large enough effect; inconclusive means small, poorly fitted or top-dose-only effect, or another doubt; inactive means no such curve, though single readings can be large; an effect the other way counts as inactive or inconclusive. Potency means the concentration at half of the fitted maximal effect.

SMILES	IMPase Li cell	HttQ103 aggreg	aGlu spleen mod	GoLoco inh red	HTT cytoprotect	GAA inhib	GAA glycogen
Cc1nn(C)c(C)c1S(=O)(=O)N1CCCC(C(=O)N2CCN(c3ccccc3)CC2)C1 (centres undefined)	2.8%[38.3 µM]	1.6%	1.9%	8.0%	-11.5%	-10.4%	6.6%
O=C(c1ccccc1)c1ccc(OCC(O)CN2CCN(S(=O)(=O)N3CCCCC3)CC2)cc1 (centres undefined)	5.5%[38.3 µM]	?	-23.1%	-0.9%	-51.8%[inhibitor]	-13.6%	15.8%
Cc1sc(NC(=S)NC(=O)c2ccco2)c(C(N)=O)c1C	-17.2%	2.7%	0.2%	56.1%[activator]	-85.8%[inhibitor]	-7.8%	-19.4%
COc1cc(NS(=O)(=O)c2ccccc2)ccc1-n1nc(C)cc1C	2.3%	-24.7%	-1.2%	-2.8%	-2.4%[10 µM]	-24.9%	3.9%
C/C(=N\NC(=O)c1ccc(CSc2nncn2C)cc1)c1ccc(Cl)cc1	9.0%	9.5%	1.8%	10.0%	22.5%[0.074 µM]	5.7%	6.4%
CCOC(=O)CSCC(=O)Nc1nnc(-c2cccc([N+](=O)[O-])c2)s1	7.4%	-15.2%	-2.4%	6.3%	·	7.4%	-2.8%
CCCCOC(=O)Sc1nc2ccccc2o1	12.0%[38.3 µM]	2.2%	11.6%	-0.6%	-9.3%	2.5%[15.4 µM]	-7.7%
COc1ccc(C)cc1-n1c(C)cc(C=O)c1C	5.1%	0.2%[9.22 µM]	-3.6%	28.3%	-20.2%	2.6%	6.7%
O=C(CCc1nnc(CCCCc2ccccc2)o1)NC1CCCC1	3.3%	-3.0%[9.22 µM]	4.7%	3.9%	11.8%[10 µM]	11.4%	1.1%
COc1cc(C(=O)Oc2ccccc2N)cc(OC)c1OC	25.2%[38.3 µM]	-9.2%	-0.2%	10.4%	4.3%[10 µM]	0.5%	-19.1%
Nc1c2c(nc3c1CCC3)CCCC2	·	19.5%	-2.4%	-3.5%	26.8%	-5.4%[15.4 µM]	-2.4%
CCC/C=C(\CCC)C(NS(=O)(=O)c1cccc2cccnc12)c1ccc(-c2ccccc2)cc1 (centres undefined)	-9.6%	·	-3.0%	-11.2%	-68.2%[inhibitor]	·	·

Results in GAA glycogen and IMPase Li cell, for some of the entries so far:
molecule,GAA glycogen,IMPase Li cell
C/C(=N\NC(=O)c1ccc(CSc2nncn2C)cc1)c1ccc(Cl)cc1,6.4%,9.0%
CCOC(=O)CSCC(=O)Nc1nnc(-c2cccc([N+](=O)[O-])c2)s1,-2.8%,7.4%
CCCCOC(=O)Sc1nc2ccccc2o1,-7.7%,12.0%[38.3 µM]
COc1ccc(C)cc1-n1c(C)cc(C=O)c1C,6.7%,5.1%

Next part.
SMILES	IMPase Li cell	HttQ103 aggreg	aGlu spleen mod	GoLoco inh red	HTT cytoprotect	GAA inhib	GAA glycogen
COCC(C)n1c(C)cc(C(=O)COC(=O)c2c(C)nn(-c3ccccc3)c2C)c1C (centres undefined)	13.3%[38.3 µM]	-32.3%	-22.7%	-3.7%	-18.6%	-5.4%	-26.9%
Cc1ccccc1OCc1nnc(SCc2cc(=O)[nH]c3ccccc23)n1-c1ccccc1	12.0%	-0.5%	-20.4%	10.6%	42.7%[10 µM]	-2.4%	-5.1%
Clc1ccc(Oc2nc3c(Cl)cccc3s2)cc1Cl	·	-28.7%[9.22 µM]	3.9%	7.0%	-17.8%[10 µM]	·	-0.7%
CCc1cc(C(c2ccc(OC)c(OC)c2)N2CCOCC2)c(NC(=O)c2ccccc2)s1 (centres undefined)	·	-2.8%[9.22 µM]	-20.5%	·	-1.8%[10 µM]	-9.1%	-17.5%
COc1ccc(NC(=O)CN2CCc3ccccc3C2)cc1OC	-2.2%	-5.0%	·	4.8%	-52.7%[inhibitor]	-5.1%	-6.5%
c1ccc(COc2ccccc2CNc2nn[nH]n2)cc1	-3.1%	10.2%	-15.7%	12.3%	4.2%	-0.7%	4.6%
Cc1ccccc1N1CCN(C(=S)c2ccccc2)CC1	13.2%	17.0%	1.7%	-4.1%	·	1.2%	-1.9%
Cc1ccc(C(=O)NC2CCCCC2)cc1	-20.4%[38.3 µM]	-14.3%	-9.1%	3.8%	-35.4%	0.5%	0.3%
CC(C)(C)c1ccc(-c2nnc(N)o2)cc1	·	2.4%[9.22 µM]	5.2%	2.8%	12.5%[10 µM]	-7.2%	3.8%
COc1ccc(N=Nc2cc(C)c(O)c(CN3CCCCC3)c2)cc1	·	-2.4%[9.22 µM]	0.9%	6.2%	-4.0%[10 µM]	-3.5%	-1.4%
COc1ccc(NC(=O)Nc2cc(C)ccc2OC)cc1	-1.3%[38.3 µM]	-13.7%	-3.5%	-4.8%	-26.9%[10 µM]	?	-6.2%
CC(C)CCOP(=O)(c1ccccc1)c1ccccc1	4.5%	-1.1%	10.7%	0.7%	1.7%[10 µM]	3.0%	-2.1%

As a working copy, 2 of the compounds above:
SMILES	IMPase Li cell	HttQ103 aggreg	aGlu spleen mod	GoLoco inh red	HTT cytoprotect	GAA inhib	GAA glycogen
COc1ccc(NC(=O)Nc2cc(C)ccc2OC)cc1	-1.3%[38.3 µM]	-13.7%	-3.5%	-4.8%	-26.9%[10 µM]	?	-6.2%
CC(C)CCOP(=O)(c1ccccc1)c1ccccc1	4.5%	-1.1%	10.7%	0.7%	1.7%[10 µM]	3.0%	-2.1%

Additional entries follow:
SMILES	IMPase Li cell	HttQ103 aggreg	aGlu spleen mod	GoLoco inh red	HTT cytoprotect	GAA inhib	GAA glycogen
COCC(=O)N1CCC[C@@]2(CCN(C(=O)Nc3cccc(F)c3)C2)C1	3.2%	·	7.4%	3.2%	-3.3%	·	·
O=C(NC1CCCCC1)N1CCc2[nH]c3ccccc3c2C1	-4.7%[38.3 µM]	0.8%	3.6%	13.6%	-26.5%	?	10.0%
O=S(=O)(c1ccc(Cl)cc1Cl)n1ccc2cccnc21	11.0%	6.2%	-2.1%	1.1%	-16.0%	-6.9%	9.5%
O=C1NC(=O)/C(=C\c2ccc(Sc3ccc(Cl)cc3)o2)N1	18.1%[38.3 µM]	-5.2%	1.8%	22.8%	-2.4%	-1.9%	5.6%
O=C(Nc1ccccc1Cl)c1ccc(S(=O)(=O)N2CCOCC2)cc1	1.2%	-32.0%	?	2.1%	1.6%	-8.9%	-11.7%
N#CC1(Nc2cccc(Br)c2)C(=O)Nc2ccccc21 (centres undefined)	·	-7.2%[9.22 µM]	-10.5%	1.3%	7.0%[10 µM]	?	-11.0%
O=C(c1ccco1)N1CCN(C2CCCC2)CC1	-3.5%	8.6%	-0.7%	-1.9%	-5.6%	-7.9%	-5.2%
CCN1CCN(Cc2ccc(NC(=O)Nc3ccc(OC)cc3)cc2)CC1	33.1%[activator][38.3 µM]	-4.2%	0.9%	-8.2%	-18.1%	-1.2%	-1.3%
O=C1CC(NC(=O)C(F)(F)F)c2cc3c(cc21)OCO3 (centres undefined)	-7.4%	-3.0%	-4.4%	9.2%	-1.4%[10 µM]	-3.2%	13.5%
Cc1ccc(C(=O)N2CCN(c3cnn(C)c(=O)c3Cl)CC2)cc1	7.7%	28.0%	8.5%	11.2%	·	3.6%	24.9%
CN(Cc1ccccc1)c1nc2c(c(=O)[nH]c(=O)n2C)n1Cc1ccccc1Cl	22.4%[38.3 µM]	10.2%	1.5%	-4.4%	-0.9%[0.074 µM]	-3.1%	0.1%
c1ccc(CSc2nnc3ccc(-c4ccncc4)nn23)cc1	-7.4%	-22.8%	·	7.1%	-31.1%	-3.4%	3.0%
COc1ccc(N(C(=O)Cn2nnc(-c3ccc(Cl)cc3)n2)C(C(=O)NCC2CCCO2)c2ccncc2)cc1 (centres undefined)	-0.6%	?	-1.5%	14.9%	?	?	-4.1%
COCCCN1C(=O)C(O)=C(C(=O)c2ccc(C)o2)C1c1cccc(Br)c1 (centres undefined)	10µM*	19.1%	2.3%	3.5%	-15.0%	-1.2%	3.2%
O=C(CCc1nnc(C2(c3ccc(Cl)cc3)CCC2)o1)NCCCn1cccn1	13.7%	10.7%[9.22 µM]	6.0%	1.8%	42.6%[10 µM]	11.7%	-8.6%
COc1cccc(C(=O)Nc2ccc(NC(=O)c3ccco3)cn2)c1	3.6%[38.3 µM]	15.9%	0.0%	6.2%	17.2%	1.3%	9.4%
Cc1cccc(/C=C2\CCC(=C3SCCCS3)C2=O)c1	2.4%[38.3 µM]	6.5%	-5.1%	-8.4%	-59.8%[inhibitor]	?	-8.7%
CCSc1nc2ccccc2n1CC(N)=O	-7.1%	-7.9%	9.8%	-0.6%	23.6%[10 µM]	-2.5%	3.6%
CCC(=O)NC(=S)Nc1cccc(NC(=O)c2ccco2)c1	7.3%	9.4%	-18.8%	5.7%	-35.9%[inhibitor]	4.1%	4.6%
Cc1cc(Oc2ccccc2)nc(OCC#N)n1	24.8%[38.3 µM]	10.1%	-0.9%	-6.0%	19.6%	-7.1%	15.8%
COC(=O)C1=C(C)N(CC(C)C)C(=O)C1	26.7%[38.3 µM]	13.8%	1.9%	12.0%	0.6%	-1.8%	?
CN1CCN(c2ccc([N+](=O)[O-])cc2C(=O)N2CCOCC2)CC1	-0.5%[38.3 µM]	-4.0%	-7.3%	-9.4%	8.6%	-10.1%	2.7%
C=CCn1c(SCC(=O)c2ccc(Br)cc2)nnc1C(C)NC(=O)Cc1ccc(OC)cc1 (centres undefined)	12.3%[38.3 µM]	12.8%	0.1%	0.8%	17.6%[10 µM]	4.0%	1.6%
CC(Sc1nnc(-c2cccs2)n1Cc1ccccc1)C(=O)NCc1ccc2c(c1)OCO2 (centres undefined)	14.1%[38.3 µM]	11.6%[9.22 µM]	-13.0%	4.5%	-2.2%	-10.0%	-1.4%
O=C(CNC(=O)c1ccc(Cl)cc1)Nc1ccccc1C(F)(F)F	0.1%	0.6%	-18.2%	6.9%	-0.5%	?	-15.9%
COc1cc(OC)cc(C(=O)NCC(=O)OCC(=O)/C=C2/N(C)c3ccccc3C2(C)C)c1	-4.1%	-25.1%	·	48.1%[activator]	-36.9%[inhibitor]	-9.9%	-17.3%

This is a subset; rates above refer to the full screens.
